# SENP6 inh – SENP6 protease inhibitors, primary screen, biochemical, luminescence, uHTS. inhibition, % at 10 µM. Recombinant SENP6 catalytic domain, aminoluciferin luminescence. 1.8% of 330,000 active. AID 2599, 2010;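 active = inhibition above about 50% at the single tested dose, limit read from the data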;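 also: plate controls were DMSO wells with enzyme for no effect and DMSO wells lacking enzyme for full effect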
# HKDC1 inh – HKDC1 hexokinase inhibitors, primary screen, biochemical, fluorescence, uHTS; recombinant HKDC1, G6PDH/diaphorase resazurin coupled fluorescence; inhibition, % at 20 µM; 0.16% of 340,000 active; AID 493160, 2011;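 active = inhibition above about 35% when tested at 20 µM, limit read from the data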;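 also: plate controls were DMSO wells with enzyme for no effect and DMSO wells lacking enzyme for full effect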
#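 Test system: recombinant HKDC1 (HK5) hexokinase enzyme, produced in-house / Doses: 20 µM test compound, 1% DMSO / Timing: 90 min, room temperature / Detection: G6PDH/diaphorase-coupled fluorescence, 1 mM NADP, 100 µM resazurin, 525/613 nm / Control set: DMSO wells with and without enzyme mix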
# SENP8 block – human SENP8 protease inhibitors, primary screen, biochemical, fluorescence, Nedd8 protein substrate, uHTS | AID 602440, 2012 | recombinant SENP8 | 0.64% of 360,000 active | Sentrin-specific protease 8 (Homo sapiens), Q96LD8 | inhibition, % at 20 µM; in the data active = inhibition mostly above about 40%, no sharp cut-off; inactive = mostly below about 27%
# PfGluPho inh – PfG6PD enzyme inhibitors, primary screen, biochemical, fluorescence intensity, uHTS. glucose-6-phosphate dehydrogenase-6-phosphogluconolactonase (Plasmodium falciparum 3D7). PfGluPho enzyme, NADPH resazurin-diaphorase fluorescence. inhibition, % at 20 µM. 0.78% of 350,000 active;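 active = inhibition reaching at least a set limit at 20 µM in the primary screen, cut at about 59% in these data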;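 also: 0% = DMSO wells with substrate and 100% = DMSO wells lacking glucose-6-phosphate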
# MPTP block – mitochondrial permeability transition pore inhibitors, primary screen, biochemical, isolated mouse mitochondria, absorbance. Ca2+ swelling absorbance, 30 min. inhibition, % at 10 µM. 1.4% of 360,000 active;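 active = inhibition of 50% or more, scaled per plate between neutral and stimulator controls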;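 also: 0% = DMSO wells given calcium and 100% = 1 mM EGTA wells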
# ATG4B inhibitor – ATG4B protease inhibitors, primary screen, biochemical, fluorescence, uHTS | 0.51% of 340,000 active | ATG4B cleavage of LC3-PLA2, NBD-HPC fluorescence, 1 h | AID 504462, 2011 | Cysteine protease ATG4B (Homo sapiens), Q9Y4P1 | inhibition, % at 8.33 µM; in the data active = inhibition above about 40%
# Target sequence (Q9Y4P1 whole entry, looked up): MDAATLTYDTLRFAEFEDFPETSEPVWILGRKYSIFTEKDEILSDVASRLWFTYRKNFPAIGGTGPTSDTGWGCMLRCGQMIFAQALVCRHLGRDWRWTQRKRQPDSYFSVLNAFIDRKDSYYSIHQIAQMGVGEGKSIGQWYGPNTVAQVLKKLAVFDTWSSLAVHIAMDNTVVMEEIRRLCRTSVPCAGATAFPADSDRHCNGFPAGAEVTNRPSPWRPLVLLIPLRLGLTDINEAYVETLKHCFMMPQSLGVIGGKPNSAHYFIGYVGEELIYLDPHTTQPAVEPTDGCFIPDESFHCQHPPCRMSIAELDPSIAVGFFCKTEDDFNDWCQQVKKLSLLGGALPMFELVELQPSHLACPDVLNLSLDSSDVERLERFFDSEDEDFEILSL
# SENP7 block – SENP7 protease inhibitors, primary screen, biochemical, luminescence, uHTS | Sentrin-specific protease 7 (Homo sapiens), Q9BQF6 | recombinant SENP7, Z-RLRGG-aminoluciferin luminescence, 40 min | inhibition, % at 5 µM | 1.5% of 330,000 active | AID 434973, 2010;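 active = inhibition above about 50% at the single test dose, limit read from the data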;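 also: plate controls were DMSO with enzyme for no effect and no enzyme buffer wells for full effect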
# Target sequence (Q9BQF6 706-1050 limits assumed): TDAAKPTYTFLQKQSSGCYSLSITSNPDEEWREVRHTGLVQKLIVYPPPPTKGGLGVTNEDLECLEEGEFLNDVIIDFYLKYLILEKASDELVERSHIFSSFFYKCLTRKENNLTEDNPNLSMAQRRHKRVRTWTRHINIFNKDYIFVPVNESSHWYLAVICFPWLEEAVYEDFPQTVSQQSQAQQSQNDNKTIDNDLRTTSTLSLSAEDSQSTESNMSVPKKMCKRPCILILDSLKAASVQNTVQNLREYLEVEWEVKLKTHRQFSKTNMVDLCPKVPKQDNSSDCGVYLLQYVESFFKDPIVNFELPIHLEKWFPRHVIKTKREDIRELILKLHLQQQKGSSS
# NR3A LBD binder – binders of NR3A ligand-binding domain, primary screen, biophysical, differential scanning fluorimetry, uHTS; Glutamate receptor ionotropic, NMDA 3A (GRIN3A) ligand-binding domain; NR3A LBD differential scanning fluorimetry, Tm shift; 0% = protein alone, 100% = glycine-bound protein; Tm shift relative to glycine control, % at 25 µM; 2.5% of 340,000 active;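 active = melting temperature shift of at least 10% of the positive control shift, at one fixed dose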
# Numbers without * were called inactive. Rows are unselected (roughly 6.9% active in at least one column).
SMILES,SENP6 inh,HKDC1 inh,SENP8 block,PfGluPho inh,MPTP block,ATG4B inhibitor,SENP7 block,NR3A LBD binder
COCCC(=O)N1CCC(Oc2ccc(C(=O)NC(C)CCn3cccn3)cc2)CC1 (stereo not drawn),15,-9,9,20,-1.0,4,-4,0
Cc1nc(N2CCOCC2)c(C#N)c2c1COC(C)(C)C2,-26,2,-358,-3,-0.8,2,-7,0
O=C(Nc1ccc(N2CCOCC2)cc1)C1CC1,2,4,11,1,0.1,-4,4,0
Cn1c(=O)cc(C(=O)N/N=C/c2ccc(Cl)cc2)[nH]c1=O,-21,-1,4,-13,-0.1,-6,7,13*
Cc1ccc(NC(=O)CSc2nnc(-c3ccc(S(=O)(=O)N4CCOCC4)cc3)n2C)cc1,4,-5,10,0,-1.5,-1,1,4
O=C(NC1CCCCC1)c1nn2c(C(F)(F)F)cc(-c3ccco3)nc2c1Br,-13,-5,-43,-1,-1.3,2,-7,1
Nc1cc(N)nc(SCCc2ccccc2)n1,-4,-3,13,-2,0.0,-7,-3,1
O=C1Nc2ccccc2/C1=C/c1ccccc1F,-18,11,28,23,0.2,-3,0,-1
COc1ccc(/C=N/Nc2ncnc3c2[nH]c2ccccc23)c(OC)c1OC,-2,2,-458,2,4.4,-3,2,-1
COc1ccc(/C=C2\N=C(c3ccccc3)NNC2=O)cc1,2,1,10,-5,1.8,-10,-1,-1
Fc1ccc(N2CCN(Cc3cn[nH]c3-c3ccccc3)CC2)cc1,-4,-1,20,11,0.9,-7,-5,1
CC(C)(C)NC(=O)CN(Cc1ccc2c(c1)OCO2)C(=O)CCC(=O)Nc1nccs1,13,0,8,-11,0.6,-1,7,0
Cc1ccc(-n2nnnc2SCC(=O)NC(=O)Nc2ccc3c(c2)OCCO3)cc1,1,-11,7,22,4.4,-22,6,-4
CSCCC(NC(=O)C1CCC(C)CC1)C(=O)NCCN1CCOCC1 (stereo not drawn),-10,3,14,13,-3.2,4,-11,1
CC(=O)c1sc(NC(=O)COc2ccc(Cl)cc2C)nc1C,-19,-4,5,12,3.5,32,7,-1
CC(=O)N1CCC(N2CCN(c3ccccc3F)CC2)CC1,-5,-6,7,3,-1.6,3,-3,0
COc1ccccc1NC(=O)c1nn(-c2ccc(OC(F)(F)F)cc2)ccc1=O,-10,5,23,-15,-0.5,-7,-1,-2
CN(C(=S)Nc1ccccc1)c1ccccc1,-10,10,24,4,1.3,-3,0,-9
COc1cccc(NC(=O)CSc2nn3c(=O)c(C)nnc3s2)c1,5,1,14,-6,0.8,2,1,0
COC(=O)Cc1ccc2c3ccccc3n(C)c2c1,-9,-2,-68,-6,-0.4,0,2,4
CCC(c1nnnn1C(C)(C)C)N1CCN(C(=O)c2ccco2)CC1 (stereo not drawn),-26,-6,6,-16,-2.1,-1,9,-2
COc1ccc(NC(C)=O)cc1NS(=O)(=O)c1ccc2c(c1)OCCO2,12,-4,9,-15,-0.8,-7,6,-2
CC(C)(C)NC(=O)CSc1nncn1NCc1c(Cl)cccc1Cl,0,-8,15,1,-3.9,-5,3,-1
CC(=O)N(/N=C/c1ccc([N+](=O)[O-])o1)c1nc2ccccc2c(=O)n1-c1ccccc1,-3,0,34,3,1.8,-2,6,0
O=C(NC(N1CCOCC1)C(Cl)(Cl)Cl)c1ccc(F)cc1 (stereo not drawn),-10,-11,-9,6,-1.2,-9,5,0
COc1cccc(CCc2nnc(CCC(=O)NC(C)c3c(C)nn(C)c3C)o2)c1 (stereo not drawn),12,-8,1,-4,-2.3,1,10,0
CCOc1ccc2nc3ccc4[nH]onc4c3c2c1,-18,-3,-293,4,42,-28,-9,31*
CCN(C(=O)CSc1nncs1)c1c(N)n(Cc2ccccc2)c(=O)[nH]c1=O,-6,-1,15,4,-0.9,-6,5,-1
COc1ccc(N2CCN(C(=O)c3cc(-c4ccc(F)cc4)[nH]c3C)CC2)cc1,5,-2,13,12,0.9,-18,5,-2
Cc1ccc(S(=O)(=O)N2CCOCC2)cc1NC(=O)COC(=O)c1cc[n+]([O-])cc1,4,-6,-10,1,-0.4,-10,-1,1
COc1ccc(CCNC(=O)COC(=O)COc2ccc(C#N)cc2)cc1,-4,-2,11,-8,2.0,8,11,0
CC1(NC(=O)Cc2csc(-c3cccc(Cl)c3)n2)CCS(=O)(=O)C1 (stereo not drawn),-10,-1,3,-9,-0.5,-3,-1,-1
COc1ccc(C(O)(C2CCCCC2)C(CN2CCOCC2)c2ccccc2)cc1 (stereo not drawn),0,3,17,23,0.3,-4,-1,2
CCCC(=O)Nc1nc2c(C)c(Cl)ccc2s1,-15,10,9,-11,6.9,13,8,-3
CSCCC(NC(=O)c1ccc(Cl)cc1)C(=O)OCC(C)=O (stereo not drawn),8,-7,6,-23,-0.4,9,-9,0
CCN(CC)S(=O)(=O)c1ccc(C(=O)NNC2=NS(=O)(=O)c3ccccc32)cc1,6,5,24,-42,-1.8,4,-3,1
CC(CN1CCN(C)CC1)OC(=O)c1ccccc1Cl (stereo not drawn),-15,-3,21,6,0.3,-13,-8,-3
COc1ccc(C(=O)Nc2c3c(nn2C(C)(C)C)CS(=O)(=O)C3)cc1OC,5,-6,1,1,-0.3,-3,-7,0
CCOc1cc(C)c(Cl)cc1S(=O)(=O)NCc1ccco1,-3,-2,22,-17,0.7,0,2,20*
CCOc1ccc2nc(N3CCC(C(=O)Nc4nnc(CC)s4)CC3)sc2c1,2,-4,9,2,0.9,12,-3,0
O=c1c(-c2cccc(Cl)c2)c[nH]n1-c1ccccc1,50*,3,17,-27,5.2,3,1,-5
COC(=O)CNC(=O)COC(=O)/C=C/c1ccc2ccccc2n1,19,-1,-4,5,-2.7,-3,4,-1
O=C(CSCc1cccc(Br)c1)N1CCOCC1,-5,-6,4,16,1.7,-10,6,-3
CSc1ncc(Cl)c(C(=O)Nc2ccc(NC(C)=O)cc2)n1,-2,-3,4,-4,2.2,7,4,0
O=C(Nc1ccccc1C(=O)NCCc1ccccc1)c1ccco1,-1,-3,7,18,0.2,4,-5,16*
CSc1ccc(-c2sc(Nc3ccccc3)n[n+]2-c2ccccc2)cc1,3,-3,-9,2,0.3,-6,3,-3
Cc1onc(-c2c(F)cccc2Cl)c1C(=O)N=C(N)N1CC(C)OC(C)C1 (stereo not drawn),-6,-6,20,-2,1.8,-11,3,0
COc1cccc(C2=CC(=O)CC(C)(C)C2)c1OC,8,-2,7,-2,-1.2,8,3,1
COc1cccc(NC(=O)CN(C)C(=O)c2c(-c3c(F)cccc3Cl)noc2C)c1,-16,1,4,-19,-0.4,-1,-7,1
Cc1ccccc1C(=O)OCC(=O)NCc1ccco1,-11,-6,4,1,-0.6,-7,13,-1
O=C(CCN1C(=O)c2ccccc2C1=O)OCn1nnc2ccccc2c1=O,4,-1,11,-17,-1.6,0,-3,0
CCOc1ccc(S(=O)(=O)N(C)c2ccc(OCC(=O)N3c4ccc(C)cc4C4CN(C)CCC43)cc2)cc1 (stereo not drawn),-34,1,28,11,-1.1,-9,-4,-1
COc1ncccc1C(=O)N1CCCC(N2CCN(c3ccc(F)cc3)CC2)C1 (stereo not drawn),-14,-7,6,9,0.8,20,-5,2
O=[N+]([O-])C(/C=C(/Cl)[N+](=O)[O-])=C(N1CCCCC1)N1CCCCC1,-4,1,12,16,1.4,-4,0,1
O=C1Nc2ccc([N+](=O)[O-])cc2C1=Nc1cccc(CO)c1,27,7,66*,12,-1.9,18,7,-1
Cc1ccc(OC(C)C(=O)Nc2ccccc2C(=O)NCc2cccnc2)cc1C (stereo not drawn),-12,-3,-21,12,-1.6,-4,-7,1
COC(=O)c1c(-c2ccco2)csc1NC(=O)C1CC=CCC1C(=O)O (stereo not drawn),-7,-1,-23,-21,5.2,0,-3,1
CCCC(c1nnnn1Cc1ccc(OC)cc1)N1CCN(c2ccccc2OC)CC1 (stereo not drawn),-5,-7,20,12,-3.0,0,1,-2
CC[C@@]1(C(=O)OC)N[C@H](CN(C)C(C)=O)[C@@H]2C(=O)N(C)C(=O)[C@@H]21,-7,-5,4,15,-0.7,-1,6,1
CC(C)CC(COCc1cccc(Cl)c1)N1CCN(C(=O)c2ccc(C(F)(F)F)cc2)CCC1=O (stereo not drawn),-20,5,23,20,-0.6,-12,-10,-9
OC(COc1ccc(CNCCc2ccc(C(F)(F)F)cc2)cc1)CN1CCCCC1 (stereo not drawn),-5,-9,21,3,67*,8,-5,1

# Assay outcomes from PubChem.
